DT40 TDP1 CPT = qHTS for Inhibitors of human tyrosyl-DNA phosphodiesterase 1 (TDP1): qHTS in cells in presence of CPT; Potency, µM (highest dose often 46.2 µM), inactives show at the top dose activity change, negative = growth inhibition, actives largely listed as inhibitors; chicken DT40 Tdp1-/-;hTDP1 cells + 20 nM CPT, ATP luminescence, 48 h; 420,000 tested, 12% active; note: nearly all actives have a fitted effect of over 55% in size
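Chicken DT40 Tdp1-/- cells complemented with human TDP1, 400 cells/well, exposed to compounds plus 20 nM camptothecin for at least 48 h at 37 C; viability read as ATP content by CellTiter-Glo luminescence.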
TDP1 cell noCPT = qHTS for Inhibitors of human tyrosyl-DNA phosphodiesterase 1 (TDP1): qHTS in cells in absence of CPT; AID 686978, 2013; DT40 Tdp1-/- hTDP1 cells, no CPT, ATP luminescence, 48 h; 420,000 tested, 15% active; Potency, µM (top dose mostly 46.2 µM), for the others: at the top dose activity change, negative = growth inhibition, most hits filed as inhibitors; note: nearly all actives have a fitted effect of over 55% in size
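A cellular qHTS used chicken DT40 cells lacking endogenous Tdp1 but carrying stably transfected human TDP1. Compounds were applied without camptothecin, and cell growth kinetics were judged by ATP-dependent luminescence after ≥48 hr.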
GCN5L2 inh = qHTS Assay for Inhibitors of GCN5L2; Histone acetyltransferase KAT2A (Homo sapiens), Q92830; GCN5L2 HAT assay, ThioGlo1 CoA-SH fluorescence; Potency, µM (titrated, usually from 58.9 µM), without a hit: top-dose activity change, negative = inhibition, usual class: inhibitors; 390,000 tested, 0.21% active
Target sequence (Q92830 whole entry, looked up): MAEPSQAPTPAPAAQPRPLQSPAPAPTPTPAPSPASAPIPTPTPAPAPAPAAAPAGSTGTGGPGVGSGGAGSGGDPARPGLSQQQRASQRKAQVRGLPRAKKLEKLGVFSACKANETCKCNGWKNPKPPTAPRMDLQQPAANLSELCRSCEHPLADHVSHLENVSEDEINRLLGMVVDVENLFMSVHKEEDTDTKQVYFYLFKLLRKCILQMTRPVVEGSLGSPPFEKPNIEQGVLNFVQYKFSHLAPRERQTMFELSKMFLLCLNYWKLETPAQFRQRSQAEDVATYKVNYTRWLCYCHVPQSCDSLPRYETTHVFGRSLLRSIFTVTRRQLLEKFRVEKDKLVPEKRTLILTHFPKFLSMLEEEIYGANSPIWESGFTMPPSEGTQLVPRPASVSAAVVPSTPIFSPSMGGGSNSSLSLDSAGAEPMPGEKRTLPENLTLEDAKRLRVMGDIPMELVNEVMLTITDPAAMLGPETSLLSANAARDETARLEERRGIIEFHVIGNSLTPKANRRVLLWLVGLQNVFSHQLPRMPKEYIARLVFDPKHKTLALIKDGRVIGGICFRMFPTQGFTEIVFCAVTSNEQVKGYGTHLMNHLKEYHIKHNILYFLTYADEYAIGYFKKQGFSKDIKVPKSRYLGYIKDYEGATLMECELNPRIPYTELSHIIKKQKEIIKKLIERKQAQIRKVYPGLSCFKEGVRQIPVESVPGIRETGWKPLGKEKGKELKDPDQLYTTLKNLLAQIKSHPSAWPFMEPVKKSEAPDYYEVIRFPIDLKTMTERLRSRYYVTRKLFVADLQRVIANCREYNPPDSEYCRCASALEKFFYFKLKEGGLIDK
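Titration-based screen in which CoA formation is detected via maleimide probe ThioGlo1 (50uM) turning fluorescent on thiol reaction; substrates H3(1-25) 75uM and acetyl-CoA 70uM, GCN5L2 20nM, 20 min incubation at room temperature.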
Starred values were filed as active, the others as inactive; u = inconclusive; x = not tested or not shown; & = joins results of further samples; [ ] = remark or other dose. Calls come from the whole dose curve; as a rule, active = well fitted curve in the direction sought with a large enough effect; inconclusive = small, poorly fitted or top-dose-only effect, or another doubt; inactive = no such curve, though single readings can be large; an effect the other way counts as inactive or inconclusive. % is set by controls: 0 for no effect and ±100 for the full control effect; potency is the fitted concentration of half-maximal effect.

Values in the order: DT40 TDP1 CPT	TDP1 cell noCPT	GCN5L2 inh
- COc1ccc(C2C(C(=O)Nc3ccccc3OC)=C(C)Nc3c(C(=O)Nc4ccccc4)cnn32)c(OC)c1 (centres undefined)
    21µM*	u	8%
- NS(=O)(=O)c1ccc(CCNC(=O)CN2C(=O)NC(c3ccccc3)(c3ccccc3)C2=O)cc1
    1%	-15%	-4%
- COCC(=O)Nc1nnc(Cc2ccc(OC)cc2)s1
    -6%	10%	2%
- c1cncc(CNc2ncnc3sc4c(c23)CCCC4)c1
    u	u	-4%
- NS(=O)(=O)c1ccc(CCNC(=O)C(=O)NCC2OCCN2S(=O)(=O)c2cc(F)ccc2F)cc1 (centres undefined)
    -19%	-20%	-13%
- CCOc1cccc(CN2CCC(Oc3ccc(C(=O)NCc4ccccn4)cc3)CC2)c1
    u	-27%	-4%
- CN(C)CCCN1C(=O)c2oc3ccccc3c(=O)c2C1c1cccs1 (centres undefined)
    u	-27%	2%
- C/C(=N\NC(=O)C1CC1)c1ccccc1Br
    -16%	0%	-2%
- Cc1ccc(CN2C(=O)CSC2c2ccc(F)cc2)cc1 (centres undefined)
    -18%	u	0%
- CCOCC(=O)Nc1nc(-c2ccccc2)c(CC)s1
    -26%	u	3%
- COC(=O)COc1cccc(NC(=O)c2cccc(C)c2)c1
    -3%	-17%	-4%
- COc1ccc(N(CC(=O)NCc2ccco2)S(=O)(=O)c2c(C)nn(C)c2C)cc1
    -16%	14%	-4%
- O=C(NCc1ccccn1)c1cnn(-c2nccc(-c3cccs3)n2)c1C1CC1
    19%[9.04 µM]	-6%	x
- Cc1nn(-c2ccccc2)c(N2CCCC2)c1/C=N/Nc1ccc(S(=O)(=O)Nc2ccccc2)cc1[N+](=O)[O-]
    5.8µM*	7.3µM*	-2%
- COc1ccc(CCNC(=O)c2cnc3sc(N4CCOCC4)nn3c2=O)cc1OC
    -18%	-19%	7%
- NC(=O)c1ccc[n+]([C@H]2O[C@@H](COP(=O)([O-])OP(=O)(O)OC[C@H]3O[C@@H](n4cnc5c(N)ncnc54)[C@H](O)[C@@H]3O)[C@H](O)[C@@H]2O)c1
    u	u	-13%
- CCc1cc2c(=O)oc(-c3ccc(Br)cc3)nc2s1
    -15%	-1%	-3%
- CN1C(=O)CSc2ccc(NC(=O)NCc3cccnc3)cc21
    -6%	-2%	-1%
- O=C(NCc1ccccc1Cl)c1cc2cccc3c2n1CCS3
    23µM*	u	-2%
- Cn1c(=O)n(Cc2ccccc2)c(=O)c2c1nc(NCC1CCCO1)n2Cc1ccccc1 (centres undefined)
    u	u	-5%
- CCn1c(=S)sc2c(=O)[nH]c(SCC(=O)Nc3cc(OC)ccc3OC)nc21
    -17%	25%	-17%
- CC(=O)C1=C(O)C(=O)N(c2nccs2)C1c1ccc(Br)cc1 (centres undefined)
    -11%	u	-9%
- O=C(Nc1cccc(-c2nc3ccccc3s2)c1)C1=COCCO1
    u	u	-7%
- O=C(NCCO)C1(c2ccccc2)CCCC1
    -1%	-2%	3%
- O=C(CN1C(=O)CCC1=O)NC(=O)NC1CCCC1
    -17%	-18%	u
- Cc1nn(-c2ccccc2)c2c1CC(=O)Nc1ccccc1-2
    0.65µM*	0.82µM*	x
- COC(=O)c1c(NC(=O)C(C)(C)C)sc2c1CCN(Cc1ccccc1)C2
    16µM*	u	u
- O=c1c2ccccc2c2ccccc2c(=O)n1Cc1ccco1
    -28%	-11%	-12%
- Cc1ccc(C)c(N2N=C(C(=O)Nc3ccc(N4CCOCC4)cc3)CCC2=O)c1
    -23%	-23%	-1%
- CC1CCN(C2CC(=O)N(c3ccc(Br)cc3Br)C2=O)CC1 (centres undefined)
    u	-20%	-3%
- CCCCC1CCC(C(=O)N2CC(=O)Nc3ccc(C)cc3C2c2ccc(F)cc2)CC1 (centres undefined)
    9.2µM*	u	-17%
- COCCn1c(SCC(=O)NC2CCCC2)nnc1C(C)C
    4%	-2%	2%
- COc1cccc(CN(C(=O)c2ccc(C(C)(C)C)cc2)C2CCS(=O)(=O)C2)c1 (centres undefined)
    u	-35%	0%
- Cc1cc(C)c(S(=O)(=O)N2CCC(N3CCN(Cc4ccc(F)cc4)C(=O)C3=O)CC2)c(C)c1
    u	-23%	5%
- COc1cc2oc(=O)cc(CN3CCN(C(C)=O)CC3)c2cc1Cl
    -21%	-3%	x
- COc1cc(C2N(c3ccccc3)CCN2c2ccccc2)ccc1OC(C)=O
    -30%	-17%	-2%
- CC1=NN(C(N)=S)C(=O)C1N=Nc1ccc(S(N)(=O)=O)cc1 (centres undefined)
    -8%	-9%	-7%
- CCOc1c(Br)cc(CNc2ncn[nH]2)cc1OC
    13%	-26%	-7%
- O=C1NC(c2ccccc2)=CC(c2ccccc2)N1 (centres undefined)
    9%	6%	-7%
- Cc1cc(N=Cc2c(O)n(-c3ccc4c(c3)OCO4)c(=O)c3ccccc23)ccn1
    18µM*	18µM*	4%

Continuation.
smiles	DT40 TDP1 CPT	TDP1 cell noCPT	GCN5L2 inh
O=C(Nc1cccc(-c2cnc3ccccc3n2)c1)c1ccncc1	u	5.8µM*	-8%
CC(C)(C)NC(=O)COC(=O)c1ccc(Cl)cc1O	-2%	-4%	-5%
CCN1CCCc2cc(CN(CCN3CCOCC3)C(=S)Nc3ccc(OC)c(OC)c3)ccc21	-3%	19%	-10%
COc1ccc(NS(=O)(=O)c2cccc(C(=O)NCc3ccco3)c2)cc1	-14%	u	1%
CCOC(=O)c1n[nH]n2c1nc(=S)c1ccccc12	-14%	-20%	-7%
NS(=O)(=O)c1ccc(CCNC(=O)COC(=O)c2cc([N+](=O)[O-])ccc2N2CCOCC2)cc1	18%	-7%	-3%
Cc1ccc(NC(=O)c2cc(=O)c3ccccc3o2)cc1S(=O)(=O)N1CCCCC1	u	21µM*	-11%
CC(NC(=O)CSc1ncn[nH]1)c1ccc(Cl)cc1Cl (centres undefined)	-12%	-3%	-12%
CCc1cccc(-n2c(C)nc3c(cnn3-c3ccc(Cl)cc3)c2=O)c1	5.8µM*	4.1µM*	-5%
CCOC(=O)c1sc(NC(=O)c2ccc(=O)[nH]c2)nc1C	-6%	-12%	-4%
COc1ccc2c(c1)c1nnc(SC)nc1n2Cc1ccccc1	10µM*	11µM*	x
O=C(Nc1ccccc1C(=O)OCc1cc(=O)n2nc(C3CC3)sc2n1)c1ccc(Cl)cc1	-27%	-21%	-5%
CC(C)c1ccc(NC(=O)Nc2nnc([C@@H]3C[C@H](O)[C@@H](CO)O3)s2)cc1	-26%	-11%	x
CCc1ccc2c(c1)c(=O)c(S(=O)(=O)c1ccc(F)cc1)cn2CC(=O)Nc1ccccc1OC	5%	-20%	2%
CCOC(=O)c1nnn(-c2nonc2-n2cccc2)c1CN1CCOCC1	-16%	-16%	-3%
CCc1ccccc1NC(=O)CN(C)Cc1c(O)ccc2ccccc12	-29%	u	-7%
O=C(/C=C/c1ccc(Cl)cc1Cl)NCc1ccncc1	-30%	u	9%
CCOC(=O)C1=C(CN2CCCCC2)NC(=O)NC1c1cc(C)ccc1C (centres undefined)	u	u	-2%&-6%
CN(Cc1ccco1)c1ncnc2ccc(-c3ccccc3C(F)(F)F)cc12	u	23µM*	-20%
Cc1ccc(C(=O)NCC(=O)OCC(=O)c2cccc3ccccc23)cc1	u	-25%	x
Cc1ccc(S(=O)(=O)N(C)C)cc1N	-1%	-9%	-7%
CCCCN(CC)CCCNC(=O)c1cc2c(=O)oc3ccc(C)cc3c2s1	u	u	0%
Cc1cc2c(cc1C)C(=O)C(=O)N2	u	u	x
COc1ccc(CCNC(=O)COC(=O)c2cc(Cl)nc(Cl)c2)cc1	-1%	1%	-2%
COCCN(C(=O)CCCc1nc2ccccc2s1)c1c(N)n(CC(C)C)c(=O)[nH]c1=O	-3%	11%	1%
CC(C)(C)OC(=O)N1CC=C2C(C#N)=C(N)C(C#N)(C#N)C(c3cccs3)C2C1 (centres undefined)	u	23µM*	11%
CCN1CCN(c2cc(C)c3cc(NC(=S)N4CCN(c5ccccc5)CC4)ccc3n2)CC1	7.3µM*	10µM*	-3%
COC(=O)c1c(C(=O)OC)c(-c2ccc(OC)cc2)n2c1CS(=O)(=O)C2	0%	11%	-25%
COc1ccc(/C=N/c2oc(C)c(C)c2C#N)c(OC)c1	24%	-8%	0%
CCOC(=O)C1=C(C)N(CC(C)C)C(=O)C1	4%	2%	0%
Nc1cccc(S(=O)(=O)c2cccc(N)c2)c1	-5%	-9%	-7%
O=C(O)c1cccc(Oc2ncnc3sc4c(c23)CCCC4)c1	5%	-2%	6%
CCOc1cccc(OCCCOc2ccccc2)c1	-12%	1%	0%
CCn1c(O)c(C=Nc2ccccc2)oc1=S	-27%	-27%	-12%
CCc1cccc(NC(=O)COC(=O)/C=C/c2cccs2)c1	-6%	-14%	-9%
CCN(C(=O)CN1C(=O)S/C(=C\c2ccc(F)cc2)C1=O)C1CCS(=O)(=O)C1 (centres undefined)	u	u	-10%

Profiles as entered above.
COC(=O)c1c(C(=O)OC)c(-c2ccc(OC)cc2)n2c1CS(=O)(=O)C2 across the screens: DT40 TDP1 CPT: 0%; TDP1 cell noCPT: 11%; GCN5L2 inh: -25%
CCN(C(=O)CN1C(=O)S/C(=C\c2ccc(F)cc2)C1=O)C1CCS(=O)(=O)C1 (centres undefined) across the screens: DT40 TDP1 CPT: u; TDP1 cell noCPT: u; GCN5L2 inh: -10%

The results go on:
smiles	DT40 TDP1 CPT	TDP1 cell noCPT	GCN5L2 inh
O=C(NC1CCN(S(=O)(=O)c2ccc(F)cc2)CC1)c1ccccc1	22%	7%	1%
Cc1ccc(NC(=O)C2(N(CC(C)C)C(=O)Cn3nnnc3N)CCCCC2)cc1	u	-15%	-6%
Cc1ccc2c(c1)N(C)/C(=C/c1cccc[n+]1CCO)S2	1.6µM*	1.2µM*	-1%
COc1cc(CN2CCN(C(c3ccccc3)c3ccccc3)CC2)cc(OC)c1OC	8.2µM*	3.3µM*	-15%
C=C1CCN(c2ccc(C(=O)O)cc2[N+](=O)[O-])CC1	-3%	8%	x
CCc1ccc(-n2c(SCC(=O)Nc3cccc(S(=O)(=O)NC4=NCCCCC4)c3)nc3ccccc3c2=O)cc1	-18%	-4%	-2%
CN(C)CCCNc1nc2cc(-c3ccc4c(ccn4C)c3)sc2c(=O)n1C	21µM*	u	x
CCN(Cc1cc(=O)n2ccsc2n1)c1cccc2ccccc12	u	u	-2%
CCOc1ccccc1C(=O)NC(C)c1ccc2c(c1)OCO2 (centres undefined)	18µM*	u	0%
Cc1cc2oc(=O)cc(CN3CCN(c4ccccc4)CC3)c2cc1Cl	-2%	-4%	x
Cc1c(Cc2ccccc2)c(=O)oc2c(C)c(OCC(=O)Nc3ccc(C#N)cc3)ccc12	2%	u	-7%
O=C(CN1CCN(c2ccc(F)cc2)CC1)Nc1nccs1	-1%	-22%	-5%
CC(C)C(=O)Nc1ccc(COc2ccccc2CN(Cc2ccccc2)C(=O)OC(C)(C)C)cc1	15µM*	15µM*	x
COc1ccc2oc(C(=O)OCC(=O)Nc3ccc(N4CCOCC4)cc3)c(C)c2c1	4%	u	-12%
CSc1cccc(NC(=O)C2CCN(S(C)(=O)=O)CC2)c1	-9%	1%	-7%
O=C(NCc1ccccn1)C1CC(c2ccc(F)cc2)=NO1 (centres undefined)	-13%	-5%	2%
c1ccc(C2[C@H]3CN(Cc4cccnc4)[C@H](c4ccccc4)C34CC2(c2cccnc2)C4)cc1 (some centres undefined)	u	u	-14%
Cc1ccc(C)c(-c2nn(-c3cc(N4CCN(CCO)CC4)ccc3[N+](=O)[O-])c(=O)c3ccccc23)c1	u	26µM*	-23%
O=C(O)c1nn(CC(=O)N2CCN(c3ccccc3)CC2)c(=O)c2ccccc12	-11%	-10%	-18%
O=C(c1ccco1)N1CCN(Cc2cn[nH]c2-c2ccc(F)cc2F)CC1	-1%	-3%	-6%
CC(C)N(C(=O)COC(=O)c1cncc(Br)c1)C(C)C	u	u	4%

Only DT40 TDP1 CPT and GCN5L2 inh, for some of the entries so far:
Molecule | DT40 TDP1 CPT | GCN5L2 inh
Cc1ccc(S(=O)(=O)N(C)C)cc1N | -1% | -7%
CCCCN(CC)CCCNC(=O)c1cc2c(=O)oc3ccc(C)cc3c2s1 | u | 0%

Assay outcomes from PubChem BioAssay.

A portion of the library (hit frequency here may not be typical).
